# STK33 kinase inh = inhibitors of human STK33 kinase; Q9BYT3; inhibition, % at 10 µM; purified STK33, MBP phosphorylation, ADP-Glo luminescence; 0.073% of 320,000 active;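 active = inhibition at or above 25%, using the most active replicate where run in duplicate; inactive = inhibition below 25%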
# Target sequence (Q9BYT3 whole entry, looked up): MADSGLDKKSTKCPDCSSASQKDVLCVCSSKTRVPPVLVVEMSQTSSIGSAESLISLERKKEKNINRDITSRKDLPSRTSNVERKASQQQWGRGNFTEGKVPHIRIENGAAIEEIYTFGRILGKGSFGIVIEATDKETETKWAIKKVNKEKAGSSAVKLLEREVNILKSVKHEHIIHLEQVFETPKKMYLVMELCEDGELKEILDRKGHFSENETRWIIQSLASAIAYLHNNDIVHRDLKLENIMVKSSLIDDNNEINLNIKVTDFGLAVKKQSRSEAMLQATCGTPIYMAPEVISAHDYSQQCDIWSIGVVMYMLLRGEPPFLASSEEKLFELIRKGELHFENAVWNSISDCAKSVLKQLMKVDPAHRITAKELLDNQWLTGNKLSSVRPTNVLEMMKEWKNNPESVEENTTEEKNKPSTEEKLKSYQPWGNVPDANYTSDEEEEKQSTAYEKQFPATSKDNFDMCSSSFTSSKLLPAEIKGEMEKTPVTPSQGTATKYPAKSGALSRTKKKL
# OX1R antag-1 = human HCRTR1 antagonism. O43613. CHO/OX1R cells, Fluo-8 calcium fluorescence, orexin A. inhibition, % at 5 µM. 0.43% of 330,000 active. AID 434989;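 active = inhibition above its plate's threshold, mean inhibition of all tested compounds on the plate plus 3 SD, cut at about 37% in these data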;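 also: 0% = orexin A challenge wells and 100% = SB-334867-A antagonist wells; not every result past the cut was called active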
# Target sequence (O43613 whole entry, looked up): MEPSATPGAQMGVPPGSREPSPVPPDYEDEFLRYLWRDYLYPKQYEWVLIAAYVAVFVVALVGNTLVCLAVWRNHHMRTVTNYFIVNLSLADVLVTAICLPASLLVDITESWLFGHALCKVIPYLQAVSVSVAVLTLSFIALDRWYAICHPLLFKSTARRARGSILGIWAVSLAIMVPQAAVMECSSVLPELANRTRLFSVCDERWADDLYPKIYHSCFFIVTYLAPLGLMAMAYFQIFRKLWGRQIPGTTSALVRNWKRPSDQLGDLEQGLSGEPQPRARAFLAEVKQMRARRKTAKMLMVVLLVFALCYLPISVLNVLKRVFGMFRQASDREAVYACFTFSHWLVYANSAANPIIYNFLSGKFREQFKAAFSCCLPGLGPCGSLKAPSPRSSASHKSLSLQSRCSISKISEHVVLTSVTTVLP
# OX1R antag-2 = OX1R (human) antagonism; OX1R-expressing cells, FRET antagonist read-out; inhibition, % at 6.6 µM; 1.8% of 330,000 active; AID 485270; in the data active = inhibition mostly above about 38%, no sharp cut-off; inactive = mostly below about 40%;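 also: 0% = agonist challenge alone and 100% = reference antagonist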
# * marks the source's active call; other numbers are inactive results; . = not tested or not shown.
# A first look, 3 compounds:
SMILES,STK33 kinase inh,OX1R antag-1,OX1R antag-2
Cc1cccc(NC(=S)NCC23C=CC(O2)C2C(=O)N(c4ccc(Cl)cc4)C(=O)C23)c1 (stereo not drawn),-0.9,-7,7
CN1CCC(N(C)C(=O)c2cccc(S(=O)(=O)N3CCc4ccccc43)c2)CC1,-0.4,-25,13
CC(=O)c1cc(C#N)c(NCc2ccccc2)nc1C,-0.5,-34,10

# The whole of this part, from the start:
SMILES,STK33 kinase inh,OX1R antag-1,OX1R antag-2
Cc1cccc(NC(=S)NCC23C=CC(O2)C2C(=O)N(c4ccc(Cl)cc4)C(=O)C23)c1 (stereo not drawn),-0.9,-7,7
CN1CCC(N(C)C(=O)c2cccc(S(=O)(=O)N3CCc4ccccc43)c2)CC1,-0.4,-25,13
CC(=O)c1cc(C#N)c(NCc2ccccc2)nc1C,-0.5,-34,10
COc1ccc(-c2cc(O)cc(O)c2)cc1,-2.0,1,12
Cc1ccc(NC(=O)CN2CCOCC2)cc1S(=O)(=O)N1CCCCC1,-1.6,-30,7
CC1(C)SC(=S)N(Cc2ccc3c(c2)OCO3)C1N(O)C(=O)NC1CCCCC1 (stereo not drawn),-1.1,-24,22
Cc1cccc(-c2nnc(SCC(=O)NC3CC3)n2C)c1,-0.5,-7,29
COc1ccc(OCCCn2c(=O)oc3ccccc32)cc1,0.6,-26,18
O=C(NNC(=S)NC1CC2CCC1C2)c1ccc(Cl)cc1 (stereo not drawn),-0.2,-16,1
COc1ccccc1NS(=O)(=O)c1cccc(C(=O)NNC(=O)c2ccc(NC(C)=O)cc2)c1,0.4,-7,2
Cc1ccc(CCN2CC(C(=O)NCc3ccco3)CC2=O)cc1 (stereo not drawn),-2.8,-8,10
COc1ccc(S(=O)(=O)N(C)C[C@H]2Oc3ccc(NC(=O)Nc4ccc5c(c4)OCO5)cc3C(=O)N([C@H](C)CO)C[C@@H]2C)cc1,-1.8,-14,12
COc1ccc(-c2noc(CCC(=O)Nc3cccnc3)n2)cc1,-0.9,0,15
CC1(C)COC(c2cc([N+](=O)[O-])ccc2Cl)=N1,.,-11,49
CCC(C(=O)Nc1ncn[nH]1)(C(F)(F)F)C(F)(F)F,-1.2,-13,20
O=C(N/C(=C\c1ccc(F)cc1)C(=O)N1CCCCCC1)c1ccccc1,0.2,-8,13
Cc1cn([C@H]2C[C@H](O)[C@@H](COS(=O)(=O)O)O2)c(=O)[nH]c1=O,-2.0,2,5
COc1ccccc1NC(=O)c1cnc(SCC(=O)NCCc2ccccc2)n(C)c1=O,0.1,-31,8
CCOC(=O)c1c(C)[nH]c(N=Nc2ccc(C)cc2C)c1C,-0.6,-44,8
CCc1ccccc1NC(=O)CCc1nc(-c2ccc(C)cc2)no1,0.0,-27,-5
COc1cccc(CNC(=O)N2CCN(c3ccccc3Cl)CC2)c1,-1.2,-22,11
N#CCCN(C(=O)c1ccc2c(=O)n3c(nc2c1)CCCCC3)c1ccccc1,-0.8,-14,2
Cc1csc(=O)n1CC(=O)OCC(=O)Nc1ccc(C(N)=O)cc1,-1.4,-5,3
Cc1sc2ncn(CC(=O)NCCCC(=O)NCc3ccc(F)cc3)c(=O)c2c1C,-2.0,-34,2
CCC(C)NC(=O)c1ccc([N+](=O)[O-])c(Cl)c1 (stereo not drawn),.,-5,20
Cc1cccc(CSc2nnc(-c3ccco3)o2)c1,-1.1,-20,17
CCN(CC(=O)Nc1ccccc1OC)C(=O)CN1C(=O)NC(C)(c2ccccc2)C1=O (stereo not drawn),0.9,-3,9
C=CCn1c(-c2ccoc2)n[nH]c1=S,0.1,9,-1
COc1ccc(NC(=O)c2ccc3c(c2)OCO3)cc1Cl,1.3,-8,10
CC1CCCCC1NCC(=O)Nc1ccccc1C(=O)Nc1ccccc1 (stereo not drawn),0.5,-38,8
C=CCNC(=O)/C(C#N)=C/c1cn(-c2ccccc2)nc1-c1ccc(OC)c([N+](=O)[O-])c1,-0.6,-14,23
O=S1(=O)N=C(N(CCO)/N=C/c2ccccc2F)c2ccccc21,0.9,-9,4
CC(=O)NCCn1c(SCC(=O)NCCc2ccc(S(N)(=O)=O)cc2)nc2ccccc2c1=O,-0.2,0,12
Cc1ccc(N=Cc2cccc(O)c2O)c(C)c1,-1.9,-7,11
COc1ccc(-n2nc3c(N4CCC(C(=O)NCc5ccco5)CC4)nnc(C)c3c2C)cc1,-3.4,-2,-1
CN(C)c1ccc(S(=O)(=O)N2CCCCC2)cc1NC(=O)COc1ccccc1F,-1.0,10,7
O=C(NCc1cccc(C(F)(F)F)c1)C1CCCN(c2ncccn2)C1 (stereo not drawn),-1.4,-18,19
CCCCOc1ccc(-c2ncc(N)cn2)cc1,-1.1,-5,19
C=CCn1c(CCCOc2ccc(Cl)cc2Cl)nnc1SCC(=O)Nc1nccs1,-3.0,36,43
CCOCCCN(CC(=O)NC1CCCC1)C(=O)C(=O)Nc1ccc2c(c1)OCCO2,1.3,-12,4
CC(C)(C)C(=O)COC(=O)c1cccc(NC(=O)c2ccco2)c1,-0.4,-14,3
Cc1n[nH]c(C)c1S(=O)(=O)N1CCc2ccccc2C1,-0.4,-55,14
O=C(COC(=O)C1CC1)Nc1ccccc1Sc1ccccc1,0.5,-16,5
Cc1cc(C)n2nc(SCC(=O)N(C)C)nc2n1,-0.2,-6,20
Cc1cccnc1NC(=O)c1ccc(C(=O)c2ccccc2)cc1,-0.5,-22,7

# Three entries already listed, sorted by heavy-atom count, ascending.
SMILES,STK33 kinase inh,OX1R antag-1,OX1R antag-2
Cc1cc(C)n2nc(SCC(=O)N(C)C)nc2n1,-0.2,-6,20
CCOCCCN(CC(=O)NC1CCCC1)C(=O)C(=O)Nc1ccc2c(c1)OCCO2,1.3,-12,4
C=CCNC(=O)/C(C#N)=C/c1cn(-c2ccccc2)nc1-c1ccc(OC)c([N+](=O)[O-])c1,-0.6,-14,23

# Going on with the list.
SMILES,STK33 kinase inh,OX1R antag-1,OX1R antag-2
O=C(c1ccccc1)C(Cn1cncn1)C(Sc1ccccc1)c1ccccc1 (stereo not drawn),0.2,-10,44
COc1ccc(NC(=S)NC(NC(=O)c2cccc(Cl)c2)C(Cl)(Cl)Cl)c([N+](=O)[O-])c1 (stereo not drawn),.,7,31
CCOc1ccc2[nH]c(=O)c(CN(CCO)C(=O)CC)cc2c1,2.0,-16,9
CCCCCCn1c(COc2ccccc2F)nnc1SCC(=O)N1c2ccccc2NC(=O)C1(C)C,0.1,-14,8
CSCc1c(C(=O)Nc2ccc3c(c2)OCO3)oc2ccccc12,-0.4,-26,22
COc1ccc(C2N(c3ccc(OC)cc3)C(=S)N3CCCN23)cc1 (stereo not drawn),-1.6,-19,25
O=C(Cc1ccc([N+](=O)[O-])cc1)N/N=C/c1cccs1,-1.5,8,22
O=C(Cc1ccccc1[N+](=O)[O-])NCc1ccccc1Cl,0.2,-15,12
Cc1cccnc1NC(=O)c1cc2c(=O)oc3ccccc3c2s1,3.2,-17,8
Cc1nn(C(=O)c2ccco2)c(C)c1Sc1ccc(Br)cc1,0.5,-11,10
O=C1CSCC(=O)N1c1ccccc1,-1.9,0,-10
CCCC(=O)Nc1ccc(N2CCN(C(=O)c3ccccc3C)CC2)cc1,-0.2,3,13
CSCC(=O)N1CCC(n2nccc2NC(=O)CCCc2ccccc2)CC1,0.2,-13,2
O=C(CN1C(=O)COc2ccccc21)Nc1ccc2c(c1)OCCO2,-0.1,-16,10
C=CCN(c1ccccc1)S(=O)(=O)c1ccc2c(c1)NC(=O)C(C)C(=O)N2 (stereo not drawn),-0.2,-18,6

# Random excerpt: three records from the list, in no set order.
SMILES,STK33 kinase inh,OX1R antag-1,OX1R antag-2
CCCCCCn1c(COc2ccccc2F)nnc1SCC(=O)N1c2ccccc2NC(=O)C1(C)C,0.1,-14,8
COc1ccc(NC(=S)NC(NC(=O)c2cccc(Cl)c2)C(Cl)(Cl)Cl)c([N+](=O)[O-])c1 (stereo not drawn),.,7,31
O=C(Cc1ccccc1[N+](=O)[O-])NCc1ccccc1Cl,0.2,-15,12

# Next section:
SMILES,STK33 kinase inh,OX1R antag-1,OX1R antag-2
COc1ccc(S(=O)(=O)N2CCC(C(=O)Nc3ccc(OC)c(OC)c3)CC2)cc1C,-0.1,-11,23
C/C(=N\NC(=O)C(c1ccccc1)c1ccccc1)c1ccc(O)cc1,0.0,-27,-9
CCOC(=O)c1[nH]c2ccc(OC)cc2c1NC(=O)NC(C)C,-1.0,-7,10
COc1cc(/C=N/n2c(-c3cc(C)[nH]n3)n[nH]c2=S)cc(OC)c1OC,0.1,-8,0
COc1ccc(CN(C(=O)c2ccco2)c2ccccc2)cc1,-1.2,-34,27
COc1ccccc1NC(=O)C1Cc2ccccc2CN1C(=O)c1ccco1 (stereo not drawn),0.2,-17,27
CC/C(Cc1ccccc1)=N/NC(=O)c1cccc(Br)c1,-1.2,-8,12
O=C(CCCN1C(=O)C2CC=CCC2C1=O)Nc1cccc(F)c1 (stereo not drawn),-2.0,-12,11
O=C1[C@@H]2C(Cc3ccc(O)cc3)NC3(C(=O)Nc4ccc(F)cc43)[C@@H]2C(=O)N1c1ccccc1 (stereo partly drawn),11,-17,19
CCOCCCn1c(=S)[nH]c2cc(C(=O)NCc3ccc(F)cc3)ccc2c1=O,0.2,-10,17
COc1ccc(N2CCN(C3CCCCC3NS(=O)(=O)c3ccccc3)CC2)cc1 (stereo not drawn),-1.8,-1,12
CC(c1nc2ccccc2c(=O)[nH]1)N(C)c1ccc2ccccc2c1 (stereo not drawn),-0.1,-25,16
CCNCCC(=O)N1c2ccccc2Sc2ccc(C(F)(F)F)cc21,-1.1,-20,-4
NC(=O)COC(=O)[C@H](Cc1c[nH]c2ccccc12)NC(=O)c1ccc(F)cc1,0.1,-11,10
O=C1Nc2cc(C(=O)N3CCN(Cc4ccccc4)CC3)ccc2SC1N1CCOCC1 (stereo not drawn),-0.1,-18,51
CCc1cc(SC#N)ccc1N,-0.9,-9,-11
O=C(NCc1cccnc1)c1cc2nc(-c3cccs3)cc(C(F)(F)Cl)n2n1,0.8,-30,36
CC1(C)CC(=O)C2=C(C1)Nc1ccccc1[S@]2=O,-0.1,-6,9
COc1ccc(N2C(=O)CSC23CCC(C(C)(C)C)CC3)cc1 (stereo not drawn),-0.2,-2,1
CCOC(=O)c1ccc(NC(=S)N(CCCN2CCCC2)Cc2ccco2)cc1,0.3,-24,8
O=C(COc1ccc([N+](=O)[O-])cc1)Nc1ccc(NC(=O)c2ccccc2)cc1,-0.6,7,10
Nc1nnc(SCC(=O)OCc2ccc(F)cc2)s1,-0.6,4,0
COc1ccc(CN(C)S(=O)(=O)c2nnc(NC(=O)c3ccc(C)cc3)s2)cc1OC,-0.4,-29,10
CCOc1cc(/C=N/NC(=O)c2cccnc2)ccc1OCc1ccc(C(=O)OC)o1,-0.7,-18,20
N#CC1=C2SCC(O)(c3ccccc3)N2C(=O)CC1c1ccccc1 (stereo not drawn),-0.5,-2,16
O=C(CSc1nn(-c2ccccc2)c(=S)s1)Nn1cnnc1,-0.7,-14,34
NC(=O)C[C@@H]1N[C@]2(C(=O)Nc3ccccc32)[C@@H]2C(=O)N(C3CCCCC3)C(=O)[C@H]12,0.3,-4,7
O=C(O)C1CCN(S(=O)(=O)c2ccc(N3CCCC3C(=O)O)c([N+](=O)[O-])c2)CC1 (stereo not drawn),-0.2,-5,23
CN(Cc1ccccc1)C(=O)c1cccc(N2C(=O)C3CC=CCC3C2=O)c1 (stereo not drawn),0.1,-22,0
COc1cccc(/C=N/n2c(N)c(S(=O)(=O)c3cccs3)c3nc4ccccc4nc32)c1OC,-0.5,-9,3
COc1cc(CC(=O)OC2CCOC2=O)cc(OC)c1OC (stereo not drawn),-0.9,1,11
COc1ccccc1NC(=O)c1cccc(NC(=O)c2ccco2)c1,0.3,-9,24
CCOC(=O)C1=C2SCC(=O)N2C(N)=C(C#N)C1,-0.5,-6,15
CCc1ccccc1N1CSC2=C(C#N)C(c3cc(OC)c(OC)cc3OC)CC(=O)N2C1 (stereo not drawn),0.1,-14,7
CCC(C)(C)NC(=O)C(c1ccccc1Cl)N(C(=O)CCC(=O)Nc1cc(C)on1)C1CC1 (stereo not drawn),-1.0,-21,14
O=S(=O)(c1ccc(F)cc1)N1CCN(Cc2cc3c(cc2Br)OCCO3)CC1,0.0,23,3
COC(=O)C1=C(C)N(CCCCCC(=O)O)C(=O)NC1c1ccccc1 (stereo not drawn),2.1,2,6
CN(CC(=O)Nc1ccccc1Br)C(=O)c1cc(Cl)nc2ccccc12,-0.8,-24,4
CN(C)CCCOc1nn(Cc2ccccc2)c2ccccc12,-0.8,-26,17
O=c1cc(N2CCc3ccccc3C2)[nH]c(=O)n1-c1ccc(Cl)cc1,-0.8,-12,6
Cc1ccc(NC(=S)Nc2ccccn2)cc1C,-0.1,-17,7
O=C1CC(N2CCN(c3ccc(S(=O)(=O)N4CCOCC4)cc3)CC2)C(=O)N1Cc1ccccc1 (stereo not drawn),-6.5,-10,1
CCOc1ccc(S(=O)(=O)N(C)c2ccc(OCC(=O)N3c4ccc(C)cc4C4CN(C)CCC43)cc2)cc1 (stereo not drawn),-0.6,-28,17
COC(=O)c1c(C)[nH]c(C(=O)C(C)OC(=O)c2cnc(C)cn2)c1C (stereo not drawn),-0.8,-24,2
COc1ccc(C)cc1NC(=O)C1CCN(S(=O)(=O)c2c(C)noc2C)CC1,1.9,-14,16
Cc1ccc(-c2cc(C(=O)NCCN3CCOCC3)no2)cc1,-0.4,-6,2
Cn1c(=O)c2c(ncn2CC(=O)OCC(=O)NNC(=O)c2ccc(Cl)cc2)n(C)c1=O,-2.4,-2,11
COc1ccc(OC)c(S(=O)(=O)Nc2cc3c4c(c2)CC(=O)N4CCC3)c1,0.1,-23,22

# From PubChem
